High-throughput results: PubChem, several laboratories
CR mimetic SO = reduction of superoxide in aged yeast, primary screen, HTS; superoxide response (% of plate mean), % at 10 µM; AID 2690, 2010; 330,000 tested, 0.18% active; S. cerevisiae aged cells, superoxide DHE fluorescence; stronger effect = lower value;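 active = superoxide response under a set limit, about three screen SD below normal, cut at about 65% in these data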;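 also: yeast aged for seven days with compound at 30 °C before DHE staining; 100% = average MFI of all compound-treated wells on the plate with controls excluded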
Efflux pump inh = inhibitors of Candida efflux pumps in yeast, primary screen, S. cerevisiae, Nile Red, multiplex | S. cerevisiae Candida pump triplex | inhibition, % at 10 µM | 330,000 tested, 0.44% active | AID 485275, 2010;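 active = plate passing quality check with inhibition over a set limit, or well fluorescence over plate mean plus 4 SD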;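 also: Nile Red retained in pooled yeast measured as flow cytometry median fluorescence; 0% = buffer negative control and 100% = Enniatin B positive control; higher means more Nile Red kept so more efflux inhibition; some compounds called inactive have numbers as strong as hits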
ZTA DNA inh = ZTA (EBV) inhibition in EBNA-1 counter-screen; P03206; ZTA-DNA binding, fluorescence polarization; inhibition, % at 11 µM; 320,000 tested, 0.15% active; in the data active = inhibition above about 33%
Target sequence (P03206 whole entry, looked up): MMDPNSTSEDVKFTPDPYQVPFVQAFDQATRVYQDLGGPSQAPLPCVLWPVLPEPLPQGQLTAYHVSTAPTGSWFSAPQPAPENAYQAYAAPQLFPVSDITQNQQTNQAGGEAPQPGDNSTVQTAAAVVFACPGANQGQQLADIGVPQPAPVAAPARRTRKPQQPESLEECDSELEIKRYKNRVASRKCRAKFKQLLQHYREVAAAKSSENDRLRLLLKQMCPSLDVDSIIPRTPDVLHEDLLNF
BCLXL inh = inhibitors of human Bcl-xL, primary screen, biochemical, fluorescence polarization, HTS; Bcl-2-like protein 1 (Homo sapiens), Q07817; GST-Bcl-xL / FITC-Bim BH3 peptide fluorescence polarization; inhibition, % at 10.9 µM; 320,000 tested, 0.7% active; AID 2129, 2009;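 active = inhibition above the mean of all tested compounds plus 3 SD, cutoff set per campaign, cut at about 30% in these data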;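 also: 0% = DMSO wells and 100% = unlabeled Bim-BH3 peptide competitor; inhibitors lower millipolarization by displacing the labeled peptide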
Target sequence (Q07817 whole entry, looked up): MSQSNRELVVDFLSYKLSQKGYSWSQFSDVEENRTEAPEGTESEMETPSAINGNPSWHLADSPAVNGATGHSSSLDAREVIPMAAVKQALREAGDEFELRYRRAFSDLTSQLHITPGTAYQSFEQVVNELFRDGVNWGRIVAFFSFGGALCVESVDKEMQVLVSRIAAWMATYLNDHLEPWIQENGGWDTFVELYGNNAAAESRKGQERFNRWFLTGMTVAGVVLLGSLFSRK
MCL1-BIM inh = inhibitors of MCL1 binding to BIM-BH3, primary screen, biochemical, fluorescence polarization; GST-MCL1 / FITC-Bim-BH3 fluorescence polarization; Induced myeloid leukemia cell differentiation protein Mcl-1 (Homo sapiens), Q07820; 320,000 tested, 0.68% active; inhibition, % at 10.9 µM;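 active = inhibition above the mean inhibition of all tested compounds plus 3 SD, set per campaign, cut at about 40% in these data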;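 also: 0% = DMSO wells and 100% = unlabeled Bim-BH3 peptide control; higher means more loss of mP so more displacement of Bim peptide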
Target sequence (Q07820 whole entry, looked up): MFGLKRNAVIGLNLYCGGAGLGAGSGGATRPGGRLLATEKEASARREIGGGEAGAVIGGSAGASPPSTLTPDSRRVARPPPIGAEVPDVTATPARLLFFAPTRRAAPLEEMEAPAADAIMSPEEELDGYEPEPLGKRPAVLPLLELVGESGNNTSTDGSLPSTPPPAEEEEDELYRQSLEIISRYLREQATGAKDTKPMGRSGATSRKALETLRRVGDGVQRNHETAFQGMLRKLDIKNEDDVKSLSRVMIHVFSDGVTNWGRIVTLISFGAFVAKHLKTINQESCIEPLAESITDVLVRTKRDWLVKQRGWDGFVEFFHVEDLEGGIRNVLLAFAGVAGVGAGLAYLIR
EBNA-1 inhibitor = EBNA-1 DNA-binding inhibitors, primary screen, biochemical, fluorescence polarization. AID 1950, 2009. inhibition, % at 14.8 µM. 300,000 tested, 0.34% active; in the data active = inhibition above about 28%
Fam108B counter = mouse Fam108B serine hydrolase inhibitors, primary screen, counter-screen for RBBP9 inhibitor project, biochemical, fluorescence polarization | recombinant Fam108B, FP-Rh probe fluorescence polarization | inhibition, % at 9.51 µM | 300,000 tested, 0.33% active | AID 1947, 2009;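 active = inhibition above the screen mean inhibition plus 3 SD, computed separately per campaign, cut at about 18% in these data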;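 also: inhibitors lower polarization as less probe binds the enzyme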
MEX-5 binding = MEX-5 zinc finger RNA-binding disruptors – biochemical, C. elegans, fluorescence polarization, MLPCN library, primary screen; Zinc finger protein mex-5 (Caenorhabditis elegans), Q9XUB2; MEX-5/FITC-TCR2 RNA binding; stronger effect = lower value; activity score (negative = inhibition of binding), % at 10 µM; 300,000 tested, 0.38% active; AID 1832, 2009;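 active = inhibition past about -25% in most replicates, and total fluorescence under double the plate's negative control median, limit read from the data; inconclusive = replicates evenly split on the limit, or fluorescence at least double controls; inactive = too little inhibition in most replicates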;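 also: 0% = DMSO and -100% = 5 µM competing unlabeled TCR2 RNA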
GLD-1 TGE inh = GLD-1/TGE RNA complex disruptors, primary screen, biochemical, fluorescence polarization; Female germline-specific tumor suppressor gld-1 (Caenorhabditis elegans), Q17339; purified GLD-1 + fluorescein TGE RNA; inhibition, % at 5.96 µM; 320,000 tested, 0.44% active; AID 2280, 2010;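 active = percent inhibition above a per-plate cutoff, the plate mean of test compounds plus 3 SD, cut at about 30% in these data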;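 also: 0% = DMSO wells with GLD-1 and probe and 100% = wells lacking GLD-1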
Active calls of the source: *; ? = inconclusive; / = no result given; + = active, no number. This is a random part of the collection. Share with any hit: about 2.3%.

SMILES | CR mimetic SO | Efflux pump inh | ZTA DNA inh | BCLXL inh | MCL1-BIM inh | EBNA-1 inhibitor | Fam108B counter | MEX-5 binding | GLD-1 TGE inh
S=C(NCc1ccncc1)Nc1cc(Cl)cc(Cl)c1 | 102 | 0.3 | -5 | 5 | 5 | -3 | -3 | 1.9 | 1
Cc1ccc(C(=O)COC(=O)CN2C(=O)C3C4CCC(C4)C3C2=O)cc1[N+](=O)[O-] (configuration not stated) | 110 | -0.1 | 12 | 7 | 0 | 0 | -5 | 0.2 | 1
Cc1nn(CCCC(=O)N2CCc3ccccc3C2)c(=O)c2cc3sccc3n12 | 97 | 0.0 | -3 | 4 | 7 | -4 | -1 | 1.0 | -2
Cc1nc(SC2CC(=O)N(c3ccccc3)C2=O)nc2c1CCCC2 (configuration not stated) | 92 | 1.1 | -4 | 6 | 10 | 2 | -1 | -1.0 | 4
CCOc1ccc(Nc2nc(N)nc(CSC(=S)N3CCN(c4ccccc4)CC3)n2)cc1 | 115 | 0.4 | 11 | 0 | 3 | 9 | 0 | -2.6 | 3
CCOC(=O)CCCCC(=O)c1[nH]c(=O)[nH]c1Cn1cnc2ccccc21 | 102 | 0.1 | 1 | -2 | 2 | -1 | 1 | -0.3 | 6
O=C(Cc1ccccc1)Nc1nc(-c2cccc([N+](=O)[O-])c2)cs1 | 90 | -0.1 | 8 | 3 | 6 | 2 | -88 | 1.6 | 3
COc1ccc(Cl)cc1Nc1cc(C)nc2ccccc12 | 106 | 0.1 | -11 | 3 | 7 | -5 | -3 | 1.9 | 1
O=C(O)CC/C(=N\NC(=O)CNC(=O)c1ccc(F)cc1)c1ccccc1 | 100 | 0.0 | 0 | 3 | 3 | 7 | 3 | -0.1 | -2
CC/C(=N\NC(=O)c1nnn(-c2nonc2N)c1-c1cccc(OC)c1)c1ccc(C)cc1 | 94 | -0.1 | -7 | -3 | -3 | -11 | -5 | 2.7 | 0
CCN1CCN(CCCNC(=O)C2CCCN(c3nc4c(C)cc(C)cc4s3)C2)CC1 (configuration not stated) | 102 | -0.1 | -7 | 0 | 1 | 1 | -5 | -1.9 | 1
O=C(c1cccc2ccccc12)N1CCC(N2CCN(c3ccccc3)CC2)CC1 | 84 | 0.4 | -12 | 5 | 2 | 0 | 1 | 1.9 | -1
CCOc1ccc2oc(C(=O)Nc3ccc(N4CCOCC4)cc3)c(C)c2c1 | 94 | 0.0 | 1 | 1 | -7 | -3 | 1 | -1.5 | -4
CNC(=O)N(O)C1N(/N=C/c2ccc(SC)cc2)C(=S)SC1(C)C (configuration not stated) | 90 | -0.1 | -3 | 0 | 4 | -12 | -3 | -1.3 | 5
Cc1ccc(OCc2nnc(SCC(=O)c3cccc([N+](=O)[O-])c3)n2C)cc1 | 131 | 0.0 | 2 | -1 | 0 | -7 | -2 | 0.5 | 8
COc1ccc(-c2nc(CS(=O)CC(=O)NCCN3CCCCCC3)c(C)o2)cc1OC (configuration not stated) | 88 | 0.5 | -1 | 2 | -13 | -4 | -5 | -3.4 | -13
COC(=O)CNC(=S)NC(=O)c1ccc(C(C)(C)C)cc1 | 110 | 0.2 | 3 | 4 | 12 | 1 | 3 | -2.0 | 4
CCC(=O)Nc1nnc(S(=O)(=O)N(CC)c2ccc(Cl)cc2)s1 | 95 | -0.2 | 2 | 2 | 4 | -4 | 2 | -3.0 | -1
Cc1ccc([N+](=O)[O-])cc1NC(=O)CSc1n[nH]c(-c2cccnc2)n1 | 93 | 0.2 | 17 | 2 | 2 | 17 | 2 | -2.1 | 2
Cn1c(=O)[nH]c(=O)c2c1nc(NCCCO)n2CCCc1ccccc1 | 103 | 0.0 | 8 | 3 | -3 | 7 | -1 | -0.5 | 2
Cc1cc(O)cc2c1C(c1ccc(F)cc1)CC1(CC(C)(C)NC(=S)N1)O2 (configuration not stated) | 101 | -0.1 | 1 | -5 | -4 | 1 | 2 | 0.2 | 4
O=C(Nc1ccnn1C1CCN(CCCc2ccccc2)CC1)c1ccccc1Cl | 98 | 0.1 | 4 | 1 | 11 | -11 | 2 | 1.6 | 4
Cc1nn(CC(=O)Nc2ccc(C#N)cc2)c(C)c1[N+](=O)[O-] | 100 | 0.0 | 10 | -5 | -9 | -23 | -2 | 1.5 | 3
CN1C(=O)/C(=C/c2ccc(C(=O)NC3CCCC3)cc2)Oc2ccccc21 | 112 | 0.0 | -3 | 6 | 5 | -13 | 1 | -0.1 | 3
CN1CCN(CC(=O)Nc2ccccc2C(F)(F)F)CC1 | 101 | 0.3 | -23 | -1 | 7 | -4 | -1 | -2.9 | -3
O=C(COc1ccccc1)Nc1ccc(F)cc1 | 105 | 0.1 | -16 | -2 | 12 | -5 | 0 | 3.3 | -3
Cc1cccc(CNc2ccc(S(=O)(=O)N3CCCCC3)cc2)c1 | 101 | -0.2 | -3 | -1 | 2 | / | / | / | 0
CC1(C)Cc2c(C#N)c(SCCO)nc(N3CCOCC3)c2CO1 | 107 | -0.1 | -1 | 1 | -3 | 4 | 4 | 2.2 | 1
Cc1ccc(/C=N/NC(=O)Cn2ccc(C(F)(F)F)n2)o1 | 100 | -0.3 | -2 | 5 | 9 | 4 | 4 | -2.3 | 2
CC(C)(CO)NC(=O)CC1C(=O)NCCN1CC(c1ccccc1)c1ccccc1 (configuration not stated) | 102 | 0.2 | 7 | 10 | 12 | -1 | -3 | 0.2 | 8
O=C(Oc1cccccc1=O)c1ccccc1 | 101 | -0.1 | 11 | 5 | 8 | 14 | 2 | 0.1 | 6
Cc1ccc(S(=O)(=O)c2ccccc2)cc1S(=O)(=O)N1CCOCC1 | 107 | 0.1 | 9 | 4 | 4 | -2 | 3 | -0.6 | -6
COc1ccc(CCc2nnc(CCC(=O)NCCc3ncccc3C)o2)cc1 | 113 | 0.0 | 13 | 3 | -4 | 11 | -2 | -2.4 | 9
O=C(CSc1ccc(Cl)cc1)NCc1ccncc1 | 97 | 0.0 | 3 | 0 | 1 | -3 | 1 | -1.6 | 0
CCCN1Cc2cccc(C(=O)NCc3ccc(C)cc3)c2C1=O | 94 | 0.1 | -12 | 3 | 10 | 1 | 2 | 1.5 | 0
CC(C)(C)c1cc(=O)n2c(nc3ccccc32)[nH]1 | 91 | -0.1 | -4 | -3 | -1 | -14 | 4 | 0.0 | 3
CCCS(=O)(=O)N1CCC(CCOc2ccccc2)(C(=O)OCC)CC1 | 106 | 0.1 | 6 | 1 | -5 | -13 | 0 | 4.4 | 7
CC(=O)NCCOc1cccc(OCCNC(C)=O)c1 | 96 | 0.0 | 0 | 5 | 2 | -2 | 2 | 1.3 | -5
COCCn1c(SCC(=O)N2CCC(C)CC2)nc2c([nH]c3ccccc32)c1=O | 104 | -0.2 | 0 | 5 | 2 | -1 | 2 | -2.7 | 7
O=C(Nc1ccc2c(c1)OCCO2)C1c2ccccc2C(=O)N2CCc3ccccc3C12 (configuration not stated) | 94 | 0.0 | 4 | 3 | 4 | -6 | -1 | 0.2 | 0
Brc1ccc2nc(-c3c[nH]c4ccccc34)cn2c1 | 94 | 0.1 | 18 | 25 | -3 | -5 | 2 | -1.3 | 7
Clc1cccc(CN2CCSCC2)c1 | 93 | 0.0 | 9 | 6 | 6 | 6 | 4 | -2.3 | 3
Nc1ccc2nc3c(=O)n(C4CCCCC4)c(=O)[nH]c3nc2c1 | 106 | 0.0 | 12 | + | + | 5 | 9 | ? | +
O=C(NNC(=O)C1[C@H]2CCCC[C@@H]12)NC1CCCCC1 (some centres not stated) | 86 | 0.1 | -4 | 1 | 1 | -1 | -5 | -4.4 | 9
O=S(=O)(c1ccc2c(c1)CCCN2)N1CCCCC1 | 109 | 0.1 | -6 | 1 | 7 | / | / | / | 4

Reprinted from the part before: six entries, followed by the next part.
SMILES | CR mimetic SO | Efflux pump inh | ZTA DNA inh | BCLXL inh | MCL1-BIM inh | EBNA-1 inhibitor | Fam108B counter | MEX-5 binding | GLD-1 TGE inh
O=C(Nc1ccc2c(c1)OCCO2)C1c2ccccc2C(=O)N2CCc3ccccc3C12 (configuration not stated) | 94 | 0.0 | 4 | 3 | 4 | -6 | -1 | 0.2 | 0
Brc1ccc2nc(-c3c[nH]c4ccccc34)cn2c1 | 94 | 0.1 | 18 | 25 | -3 | -5 | 2 | -1.3 | 7
Clc1cccc(CN2CCSCC2)c1 | 93 | 0.0 | 9 | 6 | 6 | 6 | 4 | -2.3 | 3
Nc1ccc2nc3c(=O)n(C4CCCCC4)c(=O)[nH]c3nc2c1 | 106 | 0.0 | 12 | + | + | 5 | 9 | ? | +
O=C(NNC(=O)C1[C@H]2CCCC[C@@H]12)NC1CCCCC1 (some centres not stated) | 86 | 0.1 | -4 | 1 | 1 | -1 | -5 | -4.4 | 9
O=S(=O)(c1ccc2c(c1)CCCN2)N1CCCCC1 | 109 | 0.1 | -6 | 1 | 7 | / | / | / | 4
O=C(CNC(=S)N(Cc1ccccc1)Cc1cccnc1)NCc1ccccc1 | 87 | -0.1 | -11 | -1 | 0 | -6 | -8 | -1.8 | -1
COc1cccc(C(=O)COC(=O)c2ccc(NC(C)=O)cc2)c1 | 103 | 0.1 | -3 | 3 | -3 | 1 | -1 | 4.0 | -3
Nc1cc(C(=O)OCC(=O)Nc2ccc(N3CCOCC3)cc2)ccc1Cl | 89 | -0.2 | 2 | 4 | -1 | / | / | / | 7
COc1cccc2sc(N3CCN(C(=O)C4COc5ccccc5O4)CC3)nc12 (configuration not stated) | 107 | 0.1 | -11 | 0 | -1 | 1 | 1 | 2.2 | 7
O=C1Cc2cc(S(=O)(=O)Nc3cccc(F)c3)ccc2N1 | 77 | -0.1 | -8 | 2 | -1 | / | / | / | 1
COc1cc(NC(=O)C2CCN(S(=O)(=O)c3cnc[nH]3)CC2)cc(OC)c1OC | 96 | 0.0 | -1 | 10 | 8 | 0 | 4 | 1.1 | 3
Cc1ccc(NS(=O)(=O)c2ccc3c(c2)NC(=O)C(C)C(=O)N3)c(Cl)c1 (configuration not stated) | 95 | -0.2 | 2 | 5 | 8 | -3 | 3 | 1.4 | -4
O=C(O)C1=C[C@@H](c2ccc3c(c2)OCO3)C[C@@H](OCc2ccc(CO)cc2)O1 | 100 | 0.0 | -3 | -2 | 1 | 7 | -5 | -2.2 | -4
Cc1ccc(S(=O)(=O)N2CCN(C(=O)N3CCOCC3)C2C(C)C)cc1 (configuration not stated) | 87 | -0.1 | 1 | 7 | 8 | 2 | 1 | -1.5 | 3
CC(C)C1CC(=O)NC(SCC(=O)Nc2ccc(Br)cc2)=C1C#N (configuration not stated) | 113 | 0.1 | -9 | 3 | -3 | -3 | 1 | 2.3 | 10
